From PubChem
P. falciparum M1AAP: malaria alanyl aminopeptidase activity blockers – biochemical, fluorogenic H-Leu-NHMec substrate, 1536-well (AID 1445); 0.42% of 220,000 active; inhibition, % at 30 µM, or IC50 in µM where a hit was titrated; recombinant M1AAP, H-Leu-NHMec fluorogenic kinetic assay; higher % means a stronger effect;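 active = primary inhibition above the hit cutoff, then over 50% inhibition at one or more dose response concentrations, cut at about 23% in these data, passing the limit was not always enough; inconclusive = conflicting primary data, or primary hits not chosen for dose response; inactive = low primary inhibition, or under 50% at every dose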;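 note: plate controls were DMSO full reaction for no effect and no enzyme background for full effect; strong numbers were not always called active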
UTI89 phage lysis: protection from phage-mediated lysis, alamar blue read-out – E. coli UTI89, K1F phage, bacterial capsule biogenesis inhibitors (AID 488966); 0.02% of 340,000 active; E. coli UTI89 K1F phage lysis, alamar blue, 2 h; higher % means a stronger effect; one-dose inhibition, % at 100 µM; IC50 in µM for titrated hits;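 active = phage lysis inhibition, versus mean bacterial control, above a set limit; inconclusive = no clear call, values can overlap the other calls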;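 note: capsule biogenesis inhibitors block K1F phage lysis so surviving cells raise fluorescence; higher fluorescence means more inhibition of phage lysis; actives were called in the ten point dose series up to 300 µM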
West Nile virus CPE: inhibition of WNV-induced cytopathic effect – cell-based, CPE readout (AID 1621); CPE inhibition, % at 10 µM, or IC50 in µM where a hit was titrated; West Nile virus-infected cells, CPE inhibition; higher % means a stronger effect; 0.02% of 290,000 active; in the data active = a potency from the dose series; inconclusive = CPE inhibition mostly from about 3.7% at the one dose, without a potency; inactive = the rest, 99 in 100 with CPE inhibition below about 2.2%; note: strong numbers were not always called active
PMI inhibitors: inhibitors of human PMI, primary screen, biochemical, fluorescence intensity, coupled assay (AID 1209) | one-dose inhibition, % at 20 µM; IC50 in µM for titrated hits | 0.42% of 190,000 active | purified PMI enzyme, coupled fluorescence intensity; higher % means a stronger effect;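 note: plate controls were DMSO vehicle for no effect and wells lacking substrate for full effect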
P. falciparum M17LAP: P. falciparum M17LAP inhibitors, primary screen, biochemical, fluorogenic H-Leu-NHMec substrate, 1536-well (AID 1619); recombinant M17LAP, H-Leu-NHMec fluorogenic kinetic assay; higher % means a stronger effect; one-dose inhibition, % at 30 µM; IC50 in µM for titrated hits; 0.38% of 220,000 active;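 active = compound inhibiting the enzyme by more than half at any dose during confirmatory dose-response retesting; inconclusive = strong single-dose inhibitors picked by rank but not retested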;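 note: plate controls were full reaction with DMSO carrier for no effect and no enzyme background for full effect; strong numbers were not always called active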
T cell HTS: modulates CD8 T cell binding to vesicles; 0.068% of 330,000 active; calls only at 7 µM; 2C CD8+ T cell-vesicle binding, flow cytometry; stronger effect = lower value; AID 2052;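 active = response, share of CD8 T cells binding vesicles, and their 90th percentile fluorescence all below set limits, cut at about 80% in these data, passing the limit was not always enough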
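Benchmarks: naked versus QL9-loaded vesicles / Assay system: purified 2C TCR transgenic mouse naive CD8+ T cells / Technique: high-throughput flow cytometry with anti-B7-1 and anti-CD8 staining / Timing: Cell–vesicle co-incubation 1.5 h at 37 °C, staining 20 min on ice / Read-out: percent CD8+ FL2 mean versus row control / Probe or stimulus: QL9-loaded Drosophila micro-vesicles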
TNAP activators: human TNAP enzyme activators, primary screen, biochemical, luminescent, no phosphate acceptor, uHTS (AID 1001). purified TNAP, luminescent activation assay, no phosphate acceptor; higher activation fold means a stronger effect. 0.03% of 200,000 active. activation fold at 20 µM; hits with a dose series show EC50 in µM; in the data active = activation fold from about 3, or a potency from the dose series; inactive = the rest, 99 in 100 with activation fold below about 1.6; note: many of its hits are not listed in these tables
human PMI inhibitors: MPI inhibition at elevated mannose 6-phosphate – biochemical, fluorescence intensity, high mannose 6-phosphate, primary screen (AID 1220); recombinant PMI enzyme, coupled fluorescence intensity; higher % means a stronger effect; inhibition, % at 20 µM; hits with a dose series show IC50 in µM; 0.66% of 190,000 active
RSV CPE inhibition: inhibition of RSV-induced cytopathic effect – HEp-2 cells, primary 10 µM value included (AID 2391) | HEp-2 cells, RSV-induced CPE inhibition; higher % means a stronger effect | CPE inhibition, % at 10 µM, or IC50 in µM where a hit was titrated | 0.13% of 310,000 active; in the data active = a potency from the dose series; inconclusive = CPE inhibition mostly from about 23% at the one dose, without a potency; inactive = the rest, 99 in 100 with CPE inhibition below about 21%; note: strong numbers were not always called active
T cell HTS vesicle-bound %: also measured in T cell HTS; calls as there; double positive events, %; measured here: CD8+ vesicle-bound cell fraction;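 binding gate set so that unloaded-vesicle control wells show 10% double positive cells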
Active calls of the source: *; i = inactive; ? = inconclusive; / = not tested or not shown; [ ] = dose if it differs, or a comment. Cut-off read from the data, not from the text of the source, unless noted: active = inhibition above about 50%; inactive = the rest.

SMILES	PMI inhibitors	human PMI inhibitors	RSV CPE inhibition	T cell HTS	West Nile virus CPE	UTI89 phage lysis	TNAP activators	T cell HTS vesicle-bound %	P. falciparum M17LAP	P. falciparum M1AAP
COc1cccc(/C=C2/SC(=S)N(CC(=O)NC3C=CS(=O)(=O)C3)C2=O)c1 (stereo not drawn)	/	/	6.5%	i	-0.1%	2.0%	/	1	/	/
CCOC(=O)N1CCN(S(=O)(=O)c2ccc(-n3cnnn3)cc2)CC1	/	/	0.5%	i	0.1%	0.2%	/	3	/	/
CCN1CCN(c2nc3c(c(=O)[nH]c(=O)n3C)n2Cc2ccccc2F)CC1	/	/	0.8%	i	-0.3%	0.0%	/	6	/	/
CCSc1ccccc1C(=O)Nc1ccc([N+](=O)[O-])cc1OC	-18%	-11%	6.6%	i	-0.9%	-0.1%	1	28	9%	5%
COc1ccccc1CN(C)C(C)C(=O)Nc1cccc(C(C)=O)c1 (stereo not drawn)	5%	16%	-0.4%	i	-0.3%	0.3%	1.1	7	-1%	1%
O=C(c1cc2nc(-c3ccco3)cc(C(F)(F)F)n2n1)N1CCN(c2ccccc2)CC1	20%	10%	2.6%	i	0.7%	0.3%	1	52	6%	10%
Nc1c(C(=O)N2CCOCC2)oc2ccccc12	/	/	0.6%	i	-0.3%	0.6%	/	10	/	/
Cc1ccc(S(=O)(=O)/N=C2\CN(C)C(=O)N2C)cc1	-4%	-10%	0.8%	i	-0.3%	0.5%	1.1	47	8%	1%
O=C(NCCOc1ccccc1)C(=O)NCC1CCCO1 (stereo not drawn)	18%	4%	-0.4%	i	0.5%	0.3%	1.1	38	-4%	-1%
COc1ccc(-c2[nH]ncc2CNCc2cc(C)n(C)n2)c(F)c1	12%	15%	0.0%	i	-1.6%	-0.6%	0.3	52	-29%	9%
CCC1C(=O)NCCN1C(=O)c1cccc(OC2CCN(S(=O)(=O)N(C)C)CC2)c1 (stereo not drawn)	/	/	4.7%	i	-0.2%	0.0%	/	20	/	/
Cc1cc(-c2nn(-c3ccccc3F)cc2CN2CCN(c3ccncc3)CC2)c(C)s1	16%	11%	-0.8%	i	-0.3%	7.4%	1.1	45	-7%	4%
CC(=O)Nc1nonc1NC(=O)CSc1ccccn1	4%	5%	1.7%	i	0.2%	0.1%	1	54	-126%	13%
Cc1ccc(S(=O)(=O)NCCc2ccccc2)cc1	16%	4%	2.1%	i	-0.2%	0.1%	1.1	16	-2%	2%
COC(=O)C1=NN(N=O)C2(CC(=O)N(c3cc(C)cc(C)c3)C2=O)C1 (stereo not drawn)	-54%	-99%	-1.6%	i	0.8%	-0.1%	1.1	23	-8%	0%
O=S(=O)(NCc1ccccn1)c1cc(Cl)ccc1Cl	/	/	0.8%	i	-0.2%	1.0%	/	67	/	/
CCNc1ccc(Br)cc(C(=O)/C=C/c2c(Cl)cccc2Cl)c1=O	-12%	-19%	-3.7%	i	11%	-0.2%	0.8	23	0%	6%
O=S(=O)(c1ccc2c(c1)OCCO2)N1CCN(Cc2ccc3c(c2)OCO3)CC1	17%	16%	?	i	-0.2%	0.6%	1	42	-1%	6%
Cc1ccc(NC(=O)NCc2ccccn2)cc1	8%	3%	3.4%	i	0.1%	0.1%	1.1	56	6%	5%
C[C@H](NC(=O)c1ccco1)C(=O)Nc1ccc(C#N)cc1	/	/	3.0%	i	-0.8%	0.9%	/	52	/	/
O=C(O)CC(CC(=O)Nc1ccccc1C(=O)O)c1ccccc1 (stereo not drawn)	/	/	-0.1%	i	0.3%	-0.2%[50 µM]	/	47	/	/
COc1ccc(OC)c(-n2c(SCC(N)=O)nnc2-c2c[nH]c3ccccc23)c1	2%	9%	1.8%	i	0.0%	2.6%	1.1	14	0%	0%
Cc1onc(-c2c(Cl)cccc2Cl)c1C(=O)ONC(=O)c1cc(C(F)(F)F)cc(C(F)(F)F)c1	/	/	-1.4%	i	-0.5%	0.5%	/	12	0%	-7%
O=[N+]([O-])c1ccc2nc(-[n+]3c(-c4ccccc4)cc(-c4ccccc4)cc3-c3ccccc3)[nH]c2c1	-29%	-28%	16%	i	2.5%	1.9%[50 µM]	1.1	43	16%	14%
Brc1ccc(/C=N/Nc2ncnc3c2cnn3Cc2ccccc2)cc1	-1%	1%	1.2%	i	/	0.0%	1	34	-4%	7%
Cc1ccsc1/C=N/NC(=O)c1nnn(-c2nonc2N)c1-c1ccc2c(c1)OCO2	/	/	11%	i	-0.3%	0.5%	/	24	/	/
Cc1cc(=O)oc2cc(OCC(=O)NC3CCCCC3)ccc12	/	/	-0.1%	i	0.1%	0.2%	/	26	/	/
O=C(CSc1ccc(Cl)cc1)NC(=O)NCc1ccco1	13%	16%	2.6%	i	-0.5%	-1.1%	1.1	32	-3%	6%
O=C(O)/C=C/c1cnc[nH]1	0%	2%	6.4%	i	0.1%	-0.5%	1.1	62	-14%	-3%
CCOc1ccc(NC(=O)/C(C#N)=C/c2cn(CC(=O)O)c3ccccc23)cc1	/	/	1.5%	i	-0.7%	0.0%	/	56	/	/
COc1ccccc1N(C(=O)CNC(=O)c1ccco1)C(C(=O)NC1CCCC1)c1ccco1 (stereo not drawn)	/	/	1.3%	i	-0.1%	0.1%	/	26	/	/
CCn1ncc(Br)c1C(=O)Nc1cc(C(=O)OC)ccc1C(=O)OC	8%	1%	-0.9%	i	0.1%	0.7%	1.1	46	3%	4%
Nn1c(Nc2ccccc2)nc2sc3c(c2c1=O)CCC3	8%	4%	/	/	-0.3%	0.8%	1	/	19%	14%
Cc1ccc(C(=O)NCCSc2c(C)[nH]c3ccccc23)cc1[N+](=O)[O-]	5%	7%	1.3%	i	0.0%	6.8%	1.1	20	-3%	-3%
COc1ccc(NC(=O)Cc2nnc(SCC(=O)c3ccc(F)cc3)n2C)cc1	/	/	1.3%	i	-0.2%	0.7%	/	14	/	/
CC1(C)NC(=O)N(CCOCCOc2ccccc2)C1=O	4%	-2%	2.2%	i	/	1.0%	1.1	34	2%	11%
Cc1cccc(-n2nnnc2SCC(=O)c2cc(C)n(Cc3ccco3)c2C)c1	-3%	4%	8.4%	i	-0.7%	-0.3%	1.1	58	-1%	7%
Cc1ccc(NC(=O)CSc2nc3[nH]ncc3c(=O)[nH]2)cc1	-3%	11%	1.2%	i	0.4%	0.4%	1.2	51	8%	2%
Cc1ccc(/C=N/n2c(-c3cccc(Cl)c3)n[nH]c2=S)o1	/	/	0.8%	i	0.4%	/	/	9	2%	10%
CCOC(=O)c1c(NC(=O)CN2CCOCC2)sc2c1CCCC2	11%	12%	?	i	-1.0%	-0.4%	1	62	0%	3%
CCN(CC)CCCNC(=O)c1ccccc1C	7%	10%	1.1%	i	0.4%	-1.7%	1.1	41	-6%	8%
C/C(=C\c1ccccc1)C1NC(=O)c2c(sc3c2CCCC3)N1 (stereo not drawn)	6%	-5%	7.5%	i	-1.2%	0.0%	1.1	64	18%	3%
CCOC(=O)Cc1csc(NC(=O)CSc2nnc(-c3ccncc3)o2)n1	-1%	-2%	-1.7%	i	-0.6%	/	1	47	9%	0%
Cc1cc2c(OCC(O)CN3CCCCC3)cccc2[nH]1 (stereo not drawn)	6%	12%	0.2%	i	-0.2%	1.2%	1.1	35	1%	0%
O=C(NCCN1CCOCC1)c1ccc(N2CCCC2)c([N+](=O)[O-])c1	-13%	-1%	-1.0%	i	0.5%	0.0%	1	50	7%	-1%
Cc1nn(CC(=O)NCc2cccs2)c(=O)c2nn(-c3ccccc3)c(C)c12	/	/	0.7%	i	0.0%	0.3%	/	34	/	/
CC(=O)N1N=C(c2ccccc2)CC1c1cccc([N+](=O)[O-])c1 (stereo not drawn)	/	/	2.1%	i	-1.1%	2.5%	/	46	/	/
COc1ccc(CCN2C(=S)N(C)C(=O)C2CC(=O)Nc2ccc(OC)cc2)cc1 (stereo not drawn)	6%	-3%	17%	i	-1.8%	-1.5%	1.1	59	18%	1%
CC(Sc1ccsc1[N+](=O)[O-])C(=O)NCc1ccco1 (stereo not drawn)	-5%	2%	-0.2%	i	-0.2%	0.2%	1.1	46	18%	5%
CCOCCCNC(=O)C(c1ccccc1)N(Cc1cccs1)C(=O)c1ccccc1O (stereo not drawn)	-12%	-5%	-0.7%	i	-0.3%	-0.2%	1.1	28	2%	3%
CC(C)(C)C(=O)Nc1cccc(C(=O)c2cccc(NC(=O)C(C)(C)C)c2)c1	-3%	-8%	2.1%	i	0.0%	0.0%	1.2	68	8%	5%
Cc1cc(C)cc(N2C(=O)CC(N3CCOCC3)C2=O)c1 (stereo not drawn)	11%	4%	0.1%	i	0.1%	0.1%	1.1	3	-1%	10%
CCO/N=C(\C)c1c(O)c(CC)c(-c2ccccc2)n(-c2ccccc2)c1=O	10%	5%	1.1%	i	0.6%	1.7%	1.1	20	22%	5%
Cn1c(NC(=O)c2ccco2)c(-c2ccccc2)c(=O)c2ccccc21	-6%	0%	1.6%	i	0.0%	0.2%	1.1	6	0%	8%
COC(=O)c1ccc(NC(=S)NC(=O)c2c(Cl)cnn2C)cc1	14%	-3%	1.4%	i	0.1%	0.3%	1.1	51	4%	0%
CCC(CC)C(=O)Nc1cccc(SC)c1	11%	15%	3.2%	i	-0.2%	/	1.1	43	/	/
CNc1nc(-c2ccc3c(c2)CCN3C(=O)c2ccccc2F)c(C)s1	-31%	-42%	0.8%	i	0.4%	0.4%	0.9	28	-1%	6%
O=C(c1ccccc1)N1CCN(CCc2ccccc2)CC1	/	/	0.0%	i	-0.7%	0.2%	/	12	/	/
O=S(=O)(NCc1ccccc1F)NCc1ccccc1F	-2%	-7%	-0.2%	i	/	0.2%	1.1	55	17%	-1%
